# Screening data from PubChem BioAssay.
# SMN2 splice up – qHTS Assay for Enhancers of SMN2 Splice Variant Expression; HEK293 SMN2-luciferase splicing reporter, luminescence, 30-36 h; Potency, µM (highest dose often 46.1 µM), inactives show top-dose activity change, positive = activation, actives largely listed as activators; 210,000 compounds, 2.8% hits; further: % of control where 0% means no effect; nearly all actives have a fitted effect of over 55% in size
#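 HEK293 cells carry an SMN2 […]–luciferase reporter in which exon 7 inclusion puts luciferase in frame. Cells were plated 10-12 h before compound addition, then incubated 30-36 h at 37C. ONE-Glo luminescence was read; sodium butyrate at 4.5 mM final served as control.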
# RGS12 GoLoco inh – qHTS Assay for Inhibitors of RGS12 GoLoco Motif Activity (Red Fluorophore); Guanine nucleotide-binding protein G(i) subunit alpha-1 (Homo sapiens), P63096; Gai1:RGS12 GoLoco peptide FP, rhodamine, 10 min; Potency, µM (top dose mostly 61.6 µM), for the others: top-dose activity, negative = inhibition, most hits filed as inhibitors; 230,000 compounds, 0.44% hits; AID 880, 2007; active means well fitted inhibition curve with a large enough effect, not every such curve was filed as active; inactive means no such curve, though single readings can be large or run the other way; further: on the % scale 0 is the no-effect control and ±100 the full control effect; nearly all actives have a fitted effect of over 30% in size; many of its hits are not listed in these tables
# RECQ1 inh – qHTS Assay for Inhibitors of RecQ-Like Dna Helicase 1 (RECQ1) | RECQ1 DNA unwinding, red fluorescence kinetic read | Potency, µM (highest dose often 57.3 µM), for the others: at the top dose activity, negative = inhibition, most hits filed as inhibitors | 240,000 compounds, 0.54% hits;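 further: plate controls were vehicle for no effect and no enzyme for full effect; nearly all actives have a fitted effect of over 30% in size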
#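 RECQ1T1 50 nM; forked duplex (20 bp + 30-nt ss tails) 200 nM, ATP 2 mM final; pH 8.0, 2 mM MgCl2, 2.5 ug/ml poly(dI-dC); 15 min compound preincubation; discontinuous kinetic read over 2 h at RT.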
# KDM4E inh – qHTS Assay for Inhibitors of Human Jumonji Domain Containing 2E (JMJD2E); JMJD2E catalytic domain, FDH-coupled NADH fluorescence (FDH is formaldehyde dehydrogenase); Potency, µM (top dose mostly 57.1 µM), inactives show at the highest dose activity change, negative = inhibition, hits mostly inhibitors; 230,000 compounds, 1.6% hits; AID 2147, 2009; active means well fitted inhibition curve with a large enough effect, not every such curve was filed as active; inconclusive means small, poorly fitted or top-dose-only effect, or another doubt; inactive means no such curve, though single readings can be large or run the other way;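 further: 0% = wells with enzyme and -100% = buffer wells without enzyme; nearly all actives have a fitted effect of over 50% in size; many of its hits are not listed in these tables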
# Target sequence (B2RXH2 1-337 limits assumed): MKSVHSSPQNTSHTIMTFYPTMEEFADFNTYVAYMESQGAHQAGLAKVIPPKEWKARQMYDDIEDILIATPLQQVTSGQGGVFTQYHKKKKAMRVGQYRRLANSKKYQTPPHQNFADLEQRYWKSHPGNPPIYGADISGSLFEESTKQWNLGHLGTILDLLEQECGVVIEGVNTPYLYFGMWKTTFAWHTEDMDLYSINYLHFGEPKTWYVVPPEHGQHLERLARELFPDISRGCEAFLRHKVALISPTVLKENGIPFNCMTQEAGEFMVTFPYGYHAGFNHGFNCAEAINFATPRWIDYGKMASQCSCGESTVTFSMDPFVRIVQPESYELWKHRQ
# TRb-SRC2 inh – qHTS for Inhibitors of the Interaction of Thyroid Hormone Receptor and Steroid Receptor Coregulator 2. Thyroid hormone receptor beta (Homo sapiens), P10828. TRbeta-SRC2 peptide binding, fluorescence polarization; receptor liganded with 1 µM T3. Potency, µM (doses to about 106 µM), for the others: at the highest dose activity change, negative = inhibition, actives largely listed as inhibitors. 280,000 compounds, 0.065% hits;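 further: plate controls were bound peptide for no effect and peptide without receptor for full effect; nearly all actives have a fitted effect of over 50% in size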
#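 A fluorescence polarization screen tested compounds at multiple concentrations against complex formation between 0.6 uM TRb ligand-binding domain and 20 nM Texas Red SRC2 peptide, with 1 uM T3 present; readout after 5 hr.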
# Lamin A splicing – qHTS Assay for Modulators of Lamin A Splicing | HeLa LMNA splicing GFP/RFP minigene ratio, 48 h | Potency, µM (doses to about 46.1 µM), without a hit: top-dose ratio change, negative = inhibition, usual class: inhibitors | 200,000 compounds, 0.01% hits | AID 1487, 2009; active means well fitted inhibition curve with a large enough effect in the signal ratio, with a control signal flat, not every such curve was filed as active; inconclusive means small, poorly fitted or top-dose-only effect, or effect the other way, or a change in a side signal; the % refers to the signal ratio; further: on the % scale 0 is the no-effect control and ±100 the full control effect
#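 Read-out is the ratio of GFP to DsRed2 object intensity, acquired by 488 nm laser-scanning cytometry on HeLa lamin A-EGFP minigene reporter cells. Compound incubation 48 hrs at 37 °C in Opti-MEM with 2% FBS; DMSO 0.5% final.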
# ALDH1A1 block – qHTS Assay for Inhibitors of Aldehyde Dehydrogenase 1 (ALDH1A1) | AID 1030, 2008 | Potency, µM (doses to about 75.3 µM), without a hit: at the top dose activity, negative = inhibition, most hits filed as inhibitors | 220,000 compounds, 7.3% hits | Purified ALDH1A1, NADH fluorescence, propionaldehyde substrate; active means well fitted inhibition curve with a large enough effect, not every such curve was filed as active; inconclusive means small, poorly fitted or top-dose-only effect, or another doubt; inactive means no such curve, though single readings can be large or run the other way;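 further: plate controls were no enzyme wells and a reference inhibitor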
# Target sequence (P00352 whole entry, looked up): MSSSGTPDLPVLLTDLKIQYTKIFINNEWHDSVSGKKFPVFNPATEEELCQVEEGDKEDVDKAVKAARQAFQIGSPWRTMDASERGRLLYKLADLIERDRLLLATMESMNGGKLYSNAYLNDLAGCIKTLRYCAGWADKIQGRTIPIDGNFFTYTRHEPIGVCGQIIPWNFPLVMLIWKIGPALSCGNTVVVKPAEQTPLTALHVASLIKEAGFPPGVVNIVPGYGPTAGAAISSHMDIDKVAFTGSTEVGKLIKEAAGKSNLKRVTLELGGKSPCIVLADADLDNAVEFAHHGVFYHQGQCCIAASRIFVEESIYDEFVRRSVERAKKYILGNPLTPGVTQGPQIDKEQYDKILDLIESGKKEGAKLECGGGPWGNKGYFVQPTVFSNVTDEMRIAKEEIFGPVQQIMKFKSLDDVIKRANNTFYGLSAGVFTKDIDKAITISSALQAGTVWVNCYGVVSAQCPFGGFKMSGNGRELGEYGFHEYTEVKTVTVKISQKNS
# TexasRed fluor – Total Fluorescence Counterscreen for Inhibitors of the Interaction of Thyroid Hormone Receptor and Steroid Receptor Coregulator 2; TRb/SRC2 Texas Red total fluorescence interference; Potency, µM (top dose mostly 106 µM), for the others: top-dose fluorescence change, negative = quenching; 280,000 compounds, 0.29% hits; AID 1479, 2009; active means well fitted curve in either direction with a large enough effect; inconclusive means small, poorly fitted or top-dose-only effect; further: on the % scale 0 is the no-effect control and ±100 the full control effect
#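 Human TRβ ligand-binding domain (0.6 uM) and Texas Red SRC2 peptide (20 nM) in Tris buffer with 1 uM T3 and 5% DMSO were incubated with pinned compound for 5 hr at ambient temperature. Total fluorescence was computed as S + 2P (555/632 nm).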
# Active calls of the source: *; i = inactive; ? = inconclusive; nt = no result given; & = joins results of further samples; [ ] = dose if it differs, or a comment. Unless noted, the call rests on the fitted dose curve; in most records, active means well fitted curve in the direction sought with a large enough effect; inconclusive means small, poorly fitted or top-dose-only effect, or another doubt; inactive means no such curve, though single readings can be large; an effect the other way counts as inactive or inconclusive. Potency means the concentration at half of the fitted maximal effect. Only part of the results is shown; the hit share may differ from the screen's.
SMILES,SMN2 splice up,RGS12 GoLoco inh,RECQ1 inh,KDM4E inh,TRb-SRC2 inh,Lamin A splicing,ALDH1A1 block,TexasRed fluor
COc1ccc(C(=O)O/N=C(\C)c2nccs2)cc1,nt,0%,i,3%,-11%,nt,?,-4%
CCOC(=O)c1sc(=NC(=O)c2ccc(S(=O)(=O)N(C)c3ccccc3)cc2)n(C)c1C,-9%,-2%,-3%,14%,6%,-24%[46 µM],36%[activator],-1%
COc1ccc(Nc2ncc(C(=O)N3CCC(C(N)=O)CC3)c3ccccc23)cc1,14%,6%,6%,-2%,2%,-1%,17%,-1%
O=C(c1ccc(-n2cnnn2)cc1)N(C1CCCCC1)C1CCCCC1,-6%,-2%,i,-6%,2%,22%[46 µM],10%,0%
Cc1c(S(=O)(=O)NCCc2ccccc2)c(=O)n(C)c(=O)n1C,nt,6%,-6%,-4%,1%,nt,nt,-1%
NC(=O)c1ccccc1NS(=O)(=O)Cc1ccccc1,16%,-6%,-3%,?,-13%,0%,?,1%
CCCc1nc2ccccc2c(C(=O)O)c1CC,2%,-5%,5%,-7%,6%,-2%[0.0737 µM],1%,3%
CS(=O)(=O)Nc1ccccc1C(=O)N1CCOCC1,16%,-3%,6%,-7%,4%,1%,9%,2%
O=C(COC(=O)C12CC3CC(CC(O)(C3)C1)C2)NC(=O)NCc1ccco1,-5%,1%,i,0%,-4%,6%,-9%,-4%
CCc1c(C)nc2[nH]nc(-c3ccccc3)n2c1=O,nt,nt,i,?,-7%,0%,?,0%
CCN1C(=O)/C(=C/c2c(C)nn(C)c2C)SC1=S,-8%,46%[activator],-15%,-10%,-20%,4%,1.4µM*,-1%
Cc1nc(N2CCN(Cc3ccccc3)CC2)nc2c1C(=O)CCC2,-99%[inhibitor],-16%,1%,-3%,19%,?,?,-1%
Cc1ccc(OCCN2C(=O)CSC2=O)cc1,3%,8%,-13%,10%,-4%,15%,?,2%
CCOC(=O)c1cc(-c2ccccc2)sc1NC(=O)C(C)N1C(=O)c2ccccc2C1=O (stereo not drawn),-18%,0%,-10%,-17%,2%,5%,12%,1%
Cc1cc(C)c(S(=O)(=O)NCc2cn3c(C)csc3n2)c(C)c1,6%,2%,-5%,3%,3%,5%,6%,-5%
COc1cc(/C=N/n2c(-c3cc(C)[nH]n3)n[nH]c2=S)ccc1O,nt,1%,-3%,-12%,-1%,nt,nt,3%
CCN(CC)S(=O)(=O)c1ccc(C(=O)Nc2nnc(NC(=S)Nc3ccccc3)s2)cc1,nt,2%,?,-1%,10%,nt,nt,-6%
COc1ccc(-c2nc3cnc(N4CCN(C)CC4)nc3n(Cc3cccc(OC)c3)c2=O)cc1,nt,-2%,i,nt,nt,?,?,nt
C=CCOc1ccc(C(=O)N(Cc2ccc(N(C)C)cc2)C2CCS(=O)(=O)C2)cc1 (stereo not drawn),-7%,-18%,2%,-14%,4%,0%,10µM*,-2%
Clc1cccc(CN2CCN(c3nc4nonc4nc3NC3CC3)CC2)c1,nt,-3%,-18%,2%,-4%,nt,-15%,-7%
COC(=O)C(NC(=O)c1ccco1)(Nc1cc(C)ccn1)C(F)(F)F (stereo not drawn),13%,-10%,-6%,4%,3%,-1%,9%,-4%
O=C(N/N=C/c1ccccn1)c1ccc2nc[nH]c2c1,nt,7%,-6%,?,-2%,nt,-5%,-2%
CC(C)CCN1CCN(Cc2cnc(N3CCCC3)s2)CC1CCO (stereo not drawn),nt,7%,i,6%,-1%,nt,-2%,-1%
CC(=O)c1cn(C)c(=O)[nH]c1=O,5%,13%,-11%,-2%,4%,?,6%,-1%
CCOC(=O)CNC(=O)CSc1nnc(NC(=O)c2ccc(C)cc2)s1,5µM*,8%,i,?,3%,1%[9.22 µM],?,-2%
O=C1OCCN1C(=O)[C@H]1[C@H](c2ccccc2)C(c2ccccc2)=NN1c1ccc(Br)cc1,nt,-7%,-19%,nt,4%,nt,?,-2%
CCc1nnc(NC(=O)CSc2nc3cc(OC)ccc3cc2C)s1,-16%,6%,1%,4%,-6%,nt,?,-1%
N#Cc1ccc(C23CC4(C2)[C@H](CN(Cc2cccnc2)[C@@H]4c2ccccc2)C3c2ccccc2)cc1 (stereo partly drawn),-54%[inhibitor],4%&8%,-1%,2%&-25%,1%&7%,nt,?,2%&-1%
CC(=O)OC(C(=O)N1CCN(c2ccc(F)cc2)CC1)c1ccccc1 (stereo not drawn),-6%,-9%,0%,5%,17%,-1%,15%,1%
CSc1nnc(NC(=O)c2cc(=O)c3cc(C)cc(C)c3o2)s1,nt,12%,i,0%,-2%,nt,nt,-15%
CCN1C(=O)/C(=C/c2cnn(C)c2C)SC1=S,21%,6%,-6%,8%,6%,1%,?,-1%
NCCCC[C@@H]1NC(=O)c2cc([N+](=O)[O-])cc(I)c2SC[C@@H](C(=O)NCC(N)=O)NC(=O)CNC1=O,-10%,-1%,-6%,-7%,5%,?,2%,-1%
CCc1ccc(C(=O)NNc2ccc(Cl)cc2)cc1,nt,17%,11%,-13%,-6%,?,?,-2%
CN1/C(=C/C=N/n2cnnc2)C(C)(C)c2ccccc21,4%,83%[activator],-2%,?,0%,14%,3%,1%
Nc1ccc2nc(CN3CCOCC3)[nH]c2c1,7%,1%,-2%,?,-5%,13%,-1%,-5%
COc1cc(-c2c(C#N)c(N)nc3c2c(C)nn3-c2ccc(C)c(C)c2)cc(OC)c1OC,2%,51%[activator],-14%,?,1%,-8%,?,-9%
COc1ccc2c(c1)CC(C)C/C2=N\NC(=O)c1ccco1 (stereo not drawn),0%,3%,-3%,-18%,2%,nt,?,-1%
COc1ccccc1C1C2=C(CC(C)(C)CC2=O)Nc2nnnn21 (stereo not drawn),-9%,10%,-13%,-5%,10%,-12%,25µM*,3%
CC1Cc2ccccc2N1C(=O)CSc1nnc2c(n1)[nH]c1ccc(F)cc12 (stereo not drawn),-73%[inhibitor],3%,1%,0%,-5%,-14%,-9%,-4%
COc1ccc(OCc2nnc(SCC(=O)NNC(=O)c3ccc(C)cc3)n2C)cc1,-2%[1.84 µM],-7%,-6%,5%,0%,-4%,0%,2%

# Some of these compounds in order of length of the SMILES, largest number first.
SMILES,SMN2 splice up,RGS12 GoLoco inh,RECQ1 inh,KDM4E inh,TRb-SRC2 inh,Lamin A splicing,ALDH1A1 block,TexasRed fluor
Cc1nc(N2CCN(Cc3ccccc3)CC2)nc2c1C(=O)CCC2,-99%[inhibitor],-16%,1%,-3%,19%,?,?,-1%
CS(=O)(=O)Nc1ccccc1C(=O)N1CCOCC1,16%,-3%,6%,-7%,4%,1%,9%,2%
Nc1ccc2nc(CN3CCOCC3)[nH]c2c1,7%,1%,-2%,?,-5%,13%,-1%,-5%

# The results go on:
SMILES,SMN2 splice up,RGS12 GoLoco inh,RECQ1 inh,KDM4E inh,TRb-SRC2 inh,Lamin A splicing,ALDH1A1 block,TexasRed fluor
CC(C)Oc1ccc(Cn2c(-c3ccco3)n[nH]c2=S)cc1,-14%,7%,6%,-4%,11%,-13%,?,0%
COc1ccc(OC)c(-c2csc(NC(=O)CSc3ccc(Br)cc3)n2)c1,-13%,3%,-2%,-1%,0%,?,-7%,-1%
C=CC[n+]1c(-c2ccc(OC)cc2)csc1NNC(=O)Nc1ccccc1,-61%[inhibitor],-9%,i,-7%,4%,?,?,3%
CCc1[nH]c(=O)c(C#N)c2c1CCCC2,18%,-21%,-2%,?,-17%,7%,?,2%
COc1cc(NC(=O)c2ccc(Cl)cc2)c(OC)cc1NC(=O)CN1CCOCC1,-9%,7%,-9%,-9%,2%,-11%,?,-4%
Cc1oc2cc([N+](=O)[O-])c(O)c([N+](=O)[O-])c2c1C(=O)c1ccc(Br)cc1,nt,7%,-3%,?,-1%,nt,-16%,-4%
Cc1cc(NC(=O)c2ccc(COc3ccccc3Cl)o2)no1,-19%,3%,-6%,0%,0%,nt,-1%,2%
CNc1nc(C)nc(-c2ccccc2O)n1,-19%,8%,-12%,4%,-4%,-4%,4%,0%
CCOC(=O)C1=C(Cn2cnc3ccccc32)NC(=O)NC1c1cc(C)ccc1C (stereo not drawn),-26%,2%,-2%,2%,-7%,0%,17%,1%
COc1ccc(CN(Cc2ccccn2)S(=O)(=O)c2ccc(-n3cnnn3)c(OC)c2)cc1,-16%,4%,-9%,8%,-11%,?,?,-1%
CC(C)(C)c1ccc(C(=O)N/C(=C\c2ccco2)C(=O)O)cc1,-5%,16%,i,11%,-7%,26%[46 µM],-1%,-3%
CC1CCC(NC(=O)c2cc3c(s2)CS(=O)(=O)C3)CC1 (stereo not drawn),?,8%,-1%,-2%,5%,-8%,-3%,4%
O=C(Nc1ccc2c(c1)CCC2)c1cnn2c1NC(c1ccco1)CC2C(F)(F)F (stereo not drawn),25%,94%[activator],-5%,-4%,1%,?,2%,4%
O=C(CSc1ncnc2c1oc1ccccc12)Nc1cccc(Cl)c1,-8%,8%,i,-8%,0%,0%,7%,3%
CCCCNC(=O)C(C#N)c1nc2ccccc2nc1N1CCN(c2ccccc2F)CC1 (stereo not drawn),-7%,34%,6%,32µM*,1%,9%,7%,0%
N#Cc1ccc(CSc2nnc(-c3cccc(S(=O)(=O)N4CCCCC4)c3)o2)cc1,-41%[inhibitor],1%,3%,0%,-8%,-2%,-6%,-3%
COc1ccc(-n2c(=O)c(CCc3ccccc3)nc3cnc(OC)nc32)cc1,nt,8%,-2%,nt,nt,?,1%,nt
